IL1B NFkB pot: enhances IL-1B driven NFkB nuclear translocation; hit rate 0.3% among 94,000; activation, % at 2 µM; HUVEC IL-1B NFkB p65 nuclear translocation imaging; AID 819;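 active = activation above 40%, about the mean plus 3 SD, also judged a hit on visual image review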;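 note: percent activation is computed from the nuclear over cytoplasmic p65 intensity ratio; values of inactives mirror those of a sister screen read the other way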
Bcl-B displacement: displacers of TR3 peptide from Bcl-B, primary screen, selectivity assay for Bfl-1 inhibitor project, biochemical, fluorescence polarization; hit rate 0.11% among 96,000; AID 748; FP displacement of FITC-TR3 peptide from Bcl-B; higher % means a stronger effect; one-dose displacement, % at 20 µM; IC50 in µM for titrated hits;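 active = displacement above 50% at 20 µM plus a fluorescence interference ratio under 1.5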;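 note: plate controls were wells without compound for no effect and wells lacking Bcl-B protein for full effect; a part of the inactive calls stands beside numbers as strong as those of hits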
NFkB transloc inh: blocks IL-1B driven NFkB nuclear translocation in HUVEC cells. HUVEC IL-1B NFkB p65 nuclear translocation imaging. inhibition, % at 2 µM. hit rate 0.43% among 94,000;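 active = inhibition above about 30% together with a positive call from visual inspection of the well image, limit read from the data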;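 note: nuclear over cytoplasmic p65 intensity ratio measured by imaging; 0% = IL-1B stimulated DMSO wells and 100% = unstimulated DMSO wells; values of inactives mirror those of a sister screen read the other way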
PLAP inhibition: PLAP enzyme inhibitors, biochemical, luminescence, HTS (AID 690) | purified PLAP, luminescent substrate; higher % means a stronger effect | hit rate 0.08% among 96,000 | inhibition, % at 20 µM; hits with a dose series show IC50 in µM; in the data active = a potency from the dose series; inactive = the rest, 99 in 100 with inhibition below about 30%; note: strong numbers were not always called active
MRP resist rev: compounds reversing MRP-mediated drug resistance. H69AR cells + 2 uM doxorubicin, CellTiter-Glo, 72 h. differential viability (reversal), % at 10 µM. hit rate 0.04% among 85,000. AID 602;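 active = viability drop by adding the cancer drug above about 55%, with treated viability meeting a 40% cutoff, limit read from the data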;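 note: viability without doxorubicin minus viability with 2 µM doxorubicin for each compound; larger differential means the compound sensitizes cells more to doxorubicin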
MRP resist rev cytotoxicity: recorded beside MRP resist rev, whose call it bears; viability, %; H69AR cells, CellTiter-Glo, 72 h; measured here: cytotoxicity without doxorubicin
MRP resist rev with doxorubicin: also measured in MRP resist rev; calls as there; viability, %; measured here: viability with 2 uM doxorubicin; active compounds read low
NFkB transloc inh cell count 2 µM: second read-out of NFkB transloc inh, no call of its own (marks repeat the call); cell count; measured here: cells passing quality filter;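 raw number of nuclei counted in each imaged well without normalization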
IL1B NFkB pot cell count 2 µM: second read-out of IL1B NFkB pot, no call of its own (marks repeat the call); cell count; measured here: cells passing quality filter
An asterisk follows results filed as active; x = not tested or not shown. Only part of the results is shown; the hit share may differ from the screen's.

cpd	structure	IL1B NFkB pot	IL1B NFkB pot cell count 2 µM	Bcl-B displacement	NFkB transloc inh	NFkB transloc inh cell count 2 µM	PLAP inhibition	MRP resist rev	MRP resist rev cytotoxicity	MRP resist rev with doxorubicin
1	CCc1ccc(NC(=O)CCNS(=O)(=O)c2cccc3nsnc23)cc1	x	x	10.9%	x	x	43.4%	9.2	83.2	74.1
2	COc1ccc(CCNC(=O)C2=COCCO2)cc1	-6.2	56	x	6.2	56	x	11.0	106.9	95.9
3	COc1ccc(N(CC(=O)Nc2nc3ccc(C)cc3s2)S(=O)(=O)c2c(C)nn(C)c2C)cc1	-0.6	154	-12.2%	0.6	154	-52.2%	-61.1	15.0	76.0
4	CN1C(=O)c2cccc(NCCCCCCN3C(=O)c4ccccc4C3=O)c2C1=O	13.4	72	-3.4%	-13.4	72	-2.0%	11.3	84.0	72.7
5	Cc1c(/C=N/n2cnnc2)c2ccccc2n1C	7.2	121	-2.0%	-7.2	121	0.2%	7.4	88.4	81.0
6	Cc1ccc(OCc2nnc(SCC(=O)CC(=O)Nc3ccccc3)o2)cc1	-4.0	188	-3.5%	4.0	188	-39.9%	4.0	100.0	96.0
7	O=C(CSc1ncccc1C(=O)O)c1ccccc1	-1.1	79	4.4%	1.1	79	-5.7%	0.5	98.4	97.8
8	CC(=O)c1cccc(NC(=O)c2cc(-n3cnnc3)ccc2Cl)c1	-7.7	101	-9.0%	7.7	101	-12.2%	-0.6	92.3	92.9
9	COc1cc(C(=O)O/N=C2\C=CC(=O)C(C)=C2)cc(OC)c1OC	-10.9	117	-11.3%	10.9	117	6.7%	x	x	x
10	O=C(c1cccn(Cc2ccc(Cl)c(Cl)c2)c1=O)N1CCOCC1	5.1	161	-0.4%	-5.1	161	-5.0%	x	x	x
11	COc1ccc(CCNC(=O)CSc2nnc(-c3cccc(C)c3)o2)cc1OC	12.6	140	-2.8%	-12.6	140	-17.3%	10.1	95.9	85.8
12	Nc1ccc2oc(-c3ccccn3)nc2c1	3.4	133	x	-3.4	133	x	-5.3	82.6	87.9
13	Cc1ccc(C)c(N2CCN(CC(=O)Nc3ccc([N+](=O)[O-])cc3C(=O)Nc3ccccc3F)CC2)c1	-2.2	140	-5.9%	2.2	140	8.8%	x	x	x
14	COc1ccc(N2CCN(C(c3ccccc3)c3nnnn3Cc3ccc(F)cc3)CC2)cc1 (stereo not drawn)	8.2	91	-12.5%	-8.2	91	-55.5%	20.0	93.9	73.9
15	Cc1cccc(CN2CCNC2=O)c1	-0.5	147	-14.0%	0.5	147	x	17.3	94.8	77.5
16	CCOC(=O)c1c(CN2CCCCC2)n(C)c2cc(Br)c(O)cc12	14.1	201	-8.7%	-14.1	201	-2.7%	5.5	80.9	75.4
17	COc1ccc(CN(Cc2cc3ccc(C)cc3[nH]c2=O)Cc2nnnn2C2CCCC2)cc1	x	x	-16.5%	x	x	-54.8%	-34.4	24.9	59.4
18	CCOC(=O)c1cc(CC)sc1NC(=O)Cc1ccsc1	12.0	135	-1.7%	-12.0	135	6.0%	29.4	104.3	75.0
19	CCOc1ccc(OCCCCNCCN)cc1	x	x	5.3%	x	x	-18.1%	-2.5	93.3	95.8
20	CCNc1nc(SC)nc(N(C#N)CC(=O)OC)n1	3.5	146	7.8%	-3.5	146	-0.9%	-7.9	92.4	100.3
21	CS(=O)(=O)c1ccc2nc(NC(=O)C3C4C=CC(C4)C3C(=O)O)sc2c1 (stereo not drawn)	21.7	135	-0.3%	-21.7	135	-11.5%	3.9	89.1	85.2
22	COC(=O)c1ccc(COC(=O)c2ccccn2)cc1	-8.7	96	-4.8%	8.7	96	-14.1%	2.7	89.8	87.1
23	C=CCNC(=O)c1ccc(C)cc1Cl	-6.0	148	-0.8%	6.0	148	2.8%	-16.4	76.1	92.5
24	NS(=O)(=O)c1ccc(Cc2ncc(C(F)(F)F)cc2Cl)s1	3.0	182	2.6%	-3.0	182	-11.3%	-4.1	101.0	105.1
25	CN(C)/C=C(/C(=O)c1ccc(Cl)cc1Cl)S(=O)(=O)c1ccc(Cl)cc1	1.8	128	-1.2%	-1.8	128	-31.6%	x	x	x
26	Cc1ccc(Oc2ncc(CN3CCOCC3)s2)cc1	-0.3	172	-6.7%	0.3	172	1.3%	x	x	x
27	COc1ccc(CN2CCn3ncc(C(=O)Nc4ccccc4)c3C2=O)cc1	-3.0	167	-2.2%	3.0	167	-1.0%	1.6	96.3	94.6
28	CCN(CC)CCOC(=O)c1cccc(Br)c1	15.1	185	4.3%	-15.1	185	0.7%	-1.2	88.3	89.5
29	CCOC(=O)c1sc2nc(N3CCOCC3)c3c(c2c1N)CC(C)(C)N(C)C3	23.6	149	-0.1%	-23.6	149	-54.2%	-8.8	81.4	90.2
30	O=C(CC12CC3CC(CC(C3)C1)C2)NCC(=O)N1CCCC1	-3.1	142	-16.1%	3.1	142	-19.1%	2.6	103.5	100.9
31	CCOC(=O)c1c(C)c(C(=O)N2CCN(c3cccc(Cl)c3)CC2)c(C)n1C	0.3	167	-5.9%	-0.3	167	-15.3%	-6.8	72.1	78.9
32	Cc1ccc(C(=O)Nc2cccc(C(=O)NCc3ccccc3)c2)o1	x	x	-5.9%	x	x	7.0%	5.6	79.9	74.3
33	Cc1cc(=O)oc2cc3c(cc12)OCCO3	x	x	8.8%	x	x	9.9%	8.9	100.7	91.8
34	COc1ccccc1-c1cc(C(=O)Nc2cc(C)nn2-c2ccccc2)no1	15.9	146	-3.1%	-15.9	146	-33.7%	-25.2	27.1	52.2
35	COCCn1c(C)cc(C(=O)COC(=O)c2ccc(N3CCCC3=O)cc2)c1C	21.1	125	0.8%	-21.1	125	-1.3%	-8.0	77.8	85.8
36	CC1Cc2ccccc2N1C(=O)Cn1cnc2ccccc2c1=O (stereo not drawn)	x	x	1.8%	x	x	-2.9%	x	x	x
37	O=C(NC1=NC2CCCCC2N1)c1ccccc1 (stereo not drawn)	-3.1	125	-7.1%	3.1	125	21.8%	-13.4	89.0	102.5
38	O=C(OCc1ccc2c(c1)OCO2)c1ccc(S(=O)(=O)N2CCCCC2)cc1	-5.8	148	2.3%	5.8	148	-16.6%	6.1	101.2	95.1
39	Cc1cccc(C)c1OCC(O)Cn1c2ccccc2c2ccccc21 (stereo not drawn)	10.9	150	-3.6%	-10.9	150	5.4%	x	x	x
40	CCOc1cc(C(=O)NC(C)CC)cc(OCC)c1OCC (stereo not drawn)	-5.0	156	9.2%	5.0	156	-13.5%	13.6	100.3	86.7
41	CC(C)CC(c1nnnn1CC1CCCO1)N1CCN(c2cccc(Cl)c2)CC1 (stereo not drawn)	-8.1	144	x	8.1	144	x	10.3	92.9	82.6
42	CC(=O)C1=C(c2ccccc2)NC(=O)NC1c1ccccc1OCC(=O)NCc1ccccc1 (stereo not drawn)	10.2	174	-5.0%	-10.2	174	-52.2%	-19.7	44.4	64.0
43	CN(C)CCSc1nc(N)c2c3c(sc2n1)CN(C)CC3	x	x	46.2µM*	x	x	-37.4%	-4.5	104.2	108.7
44	O=C(CSc1nnc(-c2cccc(S(=O)(=O)N3CCOCC3)c2)n1C1CCCCCC1)NCc1ccccc1	18.2	117	8.6%	-18.2	117	-11.2%	-7.2	63.8	71.0
45	Cc1ccc(N2C(N)=NC(N)=NC2(C)C)c(C)c1	0.9	120	3.8%	-0.9	120	7.8%	7.4	94.8	87.4
46	N#Cc1c(NC(=O)c2nc3ncccn3n2)sc2c1CCCCC2	7.9	116	3.7%	-7.9	116	-15.8%	-21.7	78.7	100.4
47	CCn1cc(C(=O)NCC2CCCO2)c2cc(OC)c(OC)cc2c1=O (stereo not drawn)	-1.2	118	2.1%	1.3	118	8.3%	-8.0	86.2	94.2
48	CCCCc1cc(=O)oc2cc(OCc3nn[nH]n3)c(Cl)cc12	15.7	37	2.9%	-15.7	37	-14.1%	-25.0	70.0	95.0
49	CCCCn1c(SCC(=O)Nc2nnc(C)s2)nc2c1c(=O)n(C)c(=O)n2C	12.2	111	2.5%	-12.2	111	-16.2%	9.2	90.1	80.9
50	COc1ccc(C(=O)c2c[nH]c(C(=O)NCc3cccnc3)c2)cc1	-6.8	152	0.6%	6.8	152	9.9%	x	x	x

(more compounds)
cpd	structure	IL1B NFkB pot	IL1B NFkB pot cell count 2 µM	Bcl-B displacement	NFkB transloc inh	NFkB transloc inh cell count 2 µM	PLAP inhibition	MRP resist rev	MRP resist rev cytotoxicity	MRP resist rev with doxorubicin
51	COc1ccccc1NC(=O)CSc1nc(O)cc(=O)[nH]1	5.7	157	-2.7%	-5.7	157	-9.2%	-4.5	92.6	97.1
52	CCCn1c(SCC(=O)Nc2nc(C)c(C(=O)OC)s2)nnc1C(C)C	-0.4	188	-10.7%	0.4	188	-41.7%	3.1	94.1	91.0
53	Cc1cc(C)cc(-c2nc(-c3ccncc3)no2)c1	-6.3	204	6.2%	6.3	204	-42.3%	13.5	104.7	91.2
54	COc1ccc(OCC(=O)N2CCN(C(=O)c3ccco3)CC2)cc1	4.2	159	3.1%	-4.2	159	0.2%	-2.0	89.4	91.4
55	O=C(Nc1ccc(S(=O)(=O)N2CCOCC2)cc1)C1CCCCC1	23.1	122	-1.3%	-23.1	122	7.8%	11.7	87.9	76.3
56	C=CCOC(=O)C1=C(C)OC(N)=C(C#N)C1c1ccc2c(c1)OCO2 (stereo not drawn)	9.3	125	2.9%	-9.3	125	-18.5%	3.3	94.4	91.0
57	O=C1c2ccccc2C(=O)N1CCSc1n[nH]c(=S)s1	18.4	106	6.2%	-18.4	106	-14.0%	10.7	95.9	85.2
58	CC1(C)Cc2c(cnn2-c2ccccc2)-c2c1c1ccccc1n2CC(O)CCl (stereo not drawn)	-13.1	12	x	13.1	12	x	-14.5	25.2	39.7
59	COc1ccc(CCCc2nnc(SCC(=O)Nc3ncc(C)s3)o2)cc1	6.9	149	-2.3%	-6.9	149	2.4%	6.4	102.7	96.3
60	Cc1cc(-c2ccco2)n(CC(=O)NCCCc2ccccc2)n1	x	x	0.7%	x	x	-5.8%	1.1	84.7	83.6
61	CC(C)c1nc(SCC(=O)N2CCOCC2)c2c(=O)n(C)c(=O)n(C)c2n1	16.0	59	18.0%	-16.0	59	-53.9%	7.5	86.4	78.8
62	O=C(COC(=O)Cn1cnc2ccccc21)NCCc1ccc(Cl)cc1	4.2	158	-24.3%	-4.2	158	-8.1%	-9.7	91.8	101.4

Single records (already shown):
CC(=O)c1cccc(NC(=O)c2cc(-n3cnnc3)ccc2Cl)c1 is listed as IL1B NFkB pot: -7.7; IL1B NFkB pot cell count 2 µM: 101; Bcl-B displacement: -9.0%; NFkB transloc inh: 7.7; NFkB transloc inh cell count 2 µM: 101; PLAP inhibition: -12.2%; MRP resist rev: -0.6; MRP resist rev cytotoxicity: 92.3; MRP resist rev with doxorubicin: 92.9
CCc1ccc(NC(=O)CCNS(=O)(=O)c2cccc3nsnc23)cc1 is listed as IL1B NFkB pot: x; IL1B NFkB pot cell count 2 µM: x; Bcl-B displacement: 10.9%; NFkB transloc inh: x; NFkB transloc inh cell count 2 µM: x; PLAP inhibition: 43.4%; MRP resist rev: 9.2; MRP resist rev cytotoxicity: 83.2; MRP resist rev with doxorubicin: 74.1

From PubChem
